TDP1 cell noCPT = qHTS for Inhibitors of human tyrosyl-DNA phosphodiesterase 1 (TDP1): qHTS in cells in absence of CPT; DT40 Tdp1-/- hTDP1 cells, no CPT, ATP luminescence, 48 h; Potency, µM (series often up to 46.2 µM), inactives show at the highest dose activity change, negative = growth inhibition, most hits filed as inhibitors; 420,000 tested, 15% active; also: nearly all actives have a fitted effect of over 55% in size
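Luminescent ATP content (CellTiter-Glo) served as the growth readout. Knockout chicken DT40 cells expressing human TDP1 were exposed to compounds without camptothecin for a minimum 48 hr at 37 °C.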
TDP1 block = TDP1 (human) enzyme inhibition | Q9NUW8 | recombinant TDP1, AlphaScreen DNA substrate cleavage | Potency, µM (highest dose often 130 µM), without a hit: at the highest dose activity change, negative = inhibition, most hits filed as inhibitors | 350,000 tested, 0.28% active; also: nearly all actives have a fitted effect of over 40% in size
Target sequence (Q9NUW8 whole entry, looked up): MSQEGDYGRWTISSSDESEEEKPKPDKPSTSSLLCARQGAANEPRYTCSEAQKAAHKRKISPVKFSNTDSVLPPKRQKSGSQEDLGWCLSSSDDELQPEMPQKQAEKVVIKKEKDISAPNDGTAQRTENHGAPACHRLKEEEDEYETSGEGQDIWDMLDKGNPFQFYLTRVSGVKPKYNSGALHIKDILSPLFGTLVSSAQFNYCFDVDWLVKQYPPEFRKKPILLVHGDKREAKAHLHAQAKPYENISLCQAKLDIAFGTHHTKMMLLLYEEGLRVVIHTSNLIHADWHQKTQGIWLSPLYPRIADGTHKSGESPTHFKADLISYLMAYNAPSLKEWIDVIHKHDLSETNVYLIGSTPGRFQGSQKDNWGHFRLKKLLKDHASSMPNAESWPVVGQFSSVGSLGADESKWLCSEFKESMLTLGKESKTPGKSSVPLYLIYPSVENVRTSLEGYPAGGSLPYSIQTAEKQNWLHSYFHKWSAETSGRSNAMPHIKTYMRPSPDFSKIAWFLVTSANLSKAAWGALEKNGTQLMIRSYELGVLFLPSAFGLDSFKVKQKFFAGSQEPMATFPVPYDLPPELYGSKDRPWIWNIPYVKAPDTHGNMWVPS
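Tdp1 1 nM final; 15 min RT w/ cpd; substrate 15 nM, 5 min; beads 10 ug/ml, 10 min; AlphaScreen read. Neg ctrl: no enzyme.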
TDP1 cell CPT = DT40-hTDP1 cell growth loss with CPT | chicken DT40 Tdp1-/-;hTDP1 cells + 20 nM CPT, ATP luminescence, 48 h | Potency, µM (highest dose often 46.2 µM), for inactives: at the top dose activity change, negative = growth inhibition, usual class: inhibitors | 420,000 tested, 12% active; also: nearly all actives have a fitted effect of over 55% in size
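Cell growth measured by CellTiter-Glo luminescence after a minimum 48 h, 37 C compound exposure with 20 nM CPT in Tdp1-knockout DT40 cells stably expressing hTDP1, seeded 400/well; qHTS titration format.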
The depositor's hits bear a star; ? = inconclusive; nt = no result given; [ ] = dose if it differs, or a comment. Calls follow the shape of the dose curve; as a rule, active = well fitted curve in the direction sought with a large enough effect; inconclusive = small, poorly fitted or top-dose-only effect, or another doubt; inactive = no such curve, though single readings can be large; an effect the other way counts as inactive or inconclusive. % is scaled to controls: 0 for no effect and ±100 for the full control effect; potency is read from the fitted curve at half-maximal effect.

CC(=O)c1cccc(NCC(=O)c2ccc(C)c([N+](=O)[O-])c2)c1
  TDP1 cell noCPT: -12%
  TDP1 block: nt
  TDP1 cell CPT: -24%

Cc1ccc(S(=O)(=O)NC(C)(C)CSc2nncn2N)cc1
  TDP1 cell noCPT: -11%
  TDP1 block: 5%
  TDP1 cell CPT: -6%

Cc1cc(OCC(=O)NCCCn2ccnc2)c2c(C)c(C)c(=O)oc2c1
  TDP1 cell noCPT: -15%
  TDP1 block: 7%
  TDP1 cell CPT: -12%

CC(C)C(NC(=O)C12CC3CC(CC(C3)C1)C2)C(=O)N/N=C/C1=C(N2CCOCC2)C(=C\c2cccc([N+](=O)[O-])c2)/CC1 (stereo not given)
  TDP1 cell noCPT: ?
  TDP1 block: 8%
  TDP1 cell CPT: ?

CCOC(=O)c1ccc(N2C(=O)CC(SCC(=O)Nc3ccc(S(N)(=O)=O)cc3)C2=O)cc1 (stereo not given)
  TDP1 cell noCPT: ?
  TDP1 block: 5%
  TDP1 cell CPT: 23µM*

Cc1ccccc1CC(=O)Nc1ccc2c(c1)CCC2
  TDP1 cell noCPT: -13%
  TDP1 block: nt
  TDP1 cell CPT: 3%

Cc1cccc(S(=O)(=O)Nc2nc3ccccc3nc2OC(C)C)c1
  TDP1 cell noCPT: 0%
  TDP1 block: nt
  TDP1 cell CPT: 4%

Cc1ccccc1NC(=O)c1cc2c([nH]c1=O)CC(C)(C)CC2=O
  TDP1 cell noCPT: 2%
  TDP1 block: 1%
  TDP1 cell CPT: 6%

Cc1ccc(C)c(NC(=O)CN(C)C(=O)c2cccc(N3C(=O)CCC3=O)c2)c1
  TDP1 cell noCPT: -12%
  TDP1 block: -4%
  TDP1 cell CPT: 14%

CN(C(=O)c1ccc(NC(=O)Cc2ccc(NC(=O)C3CCCN(C(=O)c4ccccc4)C3)cc2)cc1)C1CCCC1 (stereo not given)
  TDP1 cell noCPT: -21%
  TDP1 block: nt
  TDP1 cell CPT: ?

CCOC(=O)C[C@H]1c2cc(F)ccc2S(=O)(=O)N1C(C)(C)C
  TDP1 cell noCPT: ?
  TDP1 block: nt
  TDP1 cell CPT: ?

Cn1c2ccccc2c2nnc(SCC(=O)Nc3cccc(O)c3)nc21
  TDP1 cell noCPT: ?
  TDP1 block: 7%
  TDP1 cell CPT: ?

O=C(N1CCOCC1)N1c2ccccc2CC(N2CCOCC2)c2ccccc21 (stereo not given)
  TDP1 cell noCPT: ?
  TDP1 block: -7%
  TDP1 cell CPT: ?

CC(C)C(=O)OC1=CN(Cc2ccccc2)S(=O)(=O)c2ccccc21
  TDP1 cell noCPT: -23%
  TDP1 block: -3%
  TDP1 cell CPT: ?

O=C1C=C(NC2CCCCC2)CCC1
  TDP1 cell noCPT: 0%
  TDP1 block: 0%
  TDP1 cell CPT: 9%

COc1ccccc1NS(=O)(=O)c1cc(NC(=O)c2ccc(NC(C)=O)cc2)ccc1N1CCOCC1
  TDP1 cell noCPT: 5.8µM*
  TDP1 block: nt
  TDP1 cell CPT: 2.3µM*

COc1ccc(NC(=O)CNC(=O)Cn2cnc3sc(C)c(C)c3c2=O)cc1OC
  TDP1 cell noCPT: 20%
  TDP1 block: 2%
  TDP1 cell CPT: -9%

Cc1cccc(C(=O)NC(=S)NCc2ccccc2)c1
  TDP1 cell noCPT: -10%
  TDP1 block: nt
  TDP1 cell CPT: -10%

CN(CC(=O)Nc1ccc(Cl)c(S(=O)(=O)N2CCOCC2)c1)C(=O)c1cccs1
  TDP1 cell noCPT: -25%
  TDP1 block: 0%
  TDP1 cell CPT: ?

COc1ccc(F)cc1CN1CCN(CC(=O)N2CCc3ccccc32)CC1
  TDP1 cell noCPT: ?
  TDP1 block: 0%
  TDP1 cell CPT: -2%

COc1ccccc1NC(=S)NNC(=O)c1ccc(Cl)cc1Cl
  TDP1 cell noCPT: ?
  TDP1 block: 7%
  TDP1 cell CPT: ?

CCOC(=O)c1cccc(NC(=O)N2CCC(CN3CCCCCC3)CC2)c1
  TDP1 cell noCPT: ?
  TDP1 block: 1%
  TDP1 cell CPT: ?

O=C(COC(=O)c1n[nH]c2ccccc12)NCCc1ccccc1
  TDP1 cell noCPT: ?
  TDP1 block: 0%
  TDP1 cell CPT: -6%

CC(C)NC(=O)CSc1nc(Cc2ccccc2)nc2ccccc12
  TDP1 cell noCPT: ?
  TDP1 block: nt
  TDP1 cell CPT: ?

Cc1c(C(=O)NCc2ccccn2)oc2ccc(S(=O)(=O)N3CCC4(CC3)OCCO4)cc12
  TDP1 cell noCPT: -19%
  TDP1 block: 11%
  TDP1 cell CPT: 10%

O=C1NCCCCC1NS(=O)(=O)c1ccc(F)c(F)c1 (stereo not given)
  TDP1 cell noCPT: -10%
  TDP1 block: 8%
  TDP1 cell CPT: -2%

CCOC(=O)c1cc2n(n1)C(C(F)(F)F)CC(C)N2 (stereo not given)
  TDP1 cell noCPT: -9%
  TDP1 block: 0%
  TDP1 cell CPT: -15%

CCC(=O)NC(=S)Nc1ccc(S(=O)(=O)NC(C)=O)cc1
  TDP1 cell noCPT: -17%
  TDP1 block: 0%
  TDP1 cell CPT: -4%

c1ccc(-c2noc(CSc3nc4ccccc4o3)n2)cc1
  TDP1 cell noCPT: -16%
  TDP1 block: -1%
  TDP1 cell CPT: -9%

COC(=O)c1cccc(NC(=O)CSc2nnc(C)o2)c1
  TDP1 cell noCPT: -4%
  TDP1 block: 9%
  TDP1 cell CPT: 7%

O=C(CSc1ccc2ccccc2c1)Nn1cnnc1
  TDP1 cell noCPT: 1%
  TDP1 block: 6%
  TDP1 cell CPT: -17%

Cc1ccc(S(=O)(=O)NC(=S)c2ccccc2)cc1
  TDP1 cell noCPT: -18%
  TDP1 block: nt
  TDP1 cell CPT: -6%

Cn1c(C(=O)OCC(=O)NCC2CCCO2)cc2sccc21 (stereo not given)
  TDP1 cell noCPT: 0%
  TDP1 block: 4%[56.1 µM]
  TDP1 cell CPT: 0%

CCOc1ccc(NC(=O)CSc2nncc(=O)[nH]2)cc1
  TDP1 cell noCPT: -29%
  TDP1 block: 7%
  TDP1 cell CPT: ?

O=C1CSC(c2ccc(Cl)cc2Cl)N1c1ccccn1 (stereo not given)
  TDP1 cell noCPT: 9%
  TDP1 block: -8%
  TDP1 cell CPT: 8%

O=C(CN1CCN(c2ccc([N+](=O)[O-])cc2Cl)CC1)N1CCOCC1
  TDP1 cell noCPT: -30%
  TDP1 block: 1%
  TDP1 cell CPT: -1%

Cc1cccc(NC(=O)CN2C(=S)NC(C)(C)CC2C)c1 (stereo not given)
  TDP1 cell noCPT: 0%
  TDP1 block: -1%
  TDP1 cell CPT: -1%

COc1ccc(/C=N/NC(=O)c2ccncc2)cc1CN1CCOCC1
  TDP1 cell noCPT: -9%
  TDP1 block: nt
  TDP1 cell CPT: -4%

COC(=O)[C@@H](Cc1c[nH]c2ccccc12)NC(=O)c1ccc2c(c1)OCO2
  TDP1 cell noCPT: 7%
  TDP1 block: nt
  TDP1 cell CPT: -1%

Cc1cc(NC(=O)c2cc(-c3ccc(Br)cc3)on2)nn1Cc1ccc(Cl)cc1
  TDP1 cell noCPT: -8%
  TDP1 block: -4%
  TDP1 cell CPT: -23%

CN1CCN(c2nc3c(c(=O)n(C)c(=O)n3C)n2Cc2cccc3ccccc23)CC1
  TDP1 cell noCPT: -30%
  TDP1 block: -5%
  TDP1 cell CPT: -6%

C=CCc1cccc(Cl)c1OCCON1C(=O)CCC1=O
  TDP1 cell noCPT: -3%
  TDP1 block: 3%
  TDP1 cell CPT: -20%

COc1ccc(C(=O)Nc2cccc(C(=O)OCc3cc(=O)n4nc(C5CC5)sc4n3)c2)cc1
  TDP1 cell noCPT: ?
  TDP1 block: -9%
  TDP1 cell CPT: ?

COc1cccc(NC(=S)NNC(=O)Cn2nc(C(F)F)cc2C(F)F)c1
  TDP1 cell noCPT: -1%
  TDP1 block: 0%
  TDP1 cell CPT: -23%

CCOc1ccc2c(c1)c(=O)c(S(=O)(=O)c1ccc(CC)cc1)cn2CC
  TDP1 cell noCPT: ?
  TDP1 block: -4%
  TDP1 cell CPT: ?

CCn1nnnc1NCc1ccc(N2CCCC2)cc1
  TDP1 cell noCPT: ?
  TDP1 block: 4%
  TDP1 cell CPT: ?

Cc1ccccc1CSc1nnc(-c2cnccn2)n1C
  TDP1 cell noCPT: -16%
  TDP1 block: 5%
  TDP1 cell CPT: -15%

COc1ccccc1-c1nnc(SCC(=O)NC2CCS(=O)(=O)C2)n1CCc1ccccc1 (stereo not given)
  TDP1 cell noCPT: 1%
  TDP1 block: -1%
  TDP1 cell CPT: -2%

COc1ccc(CCNC(=O)CSCc2nc(-c3cccc(C)c3)oc2C)cc1OC
  TDP1 cell noCPT: ?
  TDP1 block: 7%
  TDP1 cell CPT: 21µM*

Cc1cc(C)n(CC(O)Cn2c3ccc(Br)cc3c3cc(Br)ccc32)c(=O)n1 (stereo not given)
  TDP1 cell noCPT: ?
  TDP1 block: 5%
  TDP1 cell CPT: -25%

O=C(c1ccc(Cl)c(Cl)c1)c1cc(-c2ccccn2)c(N2CCOCC2)s1
  TDP1 cell noCPT: ?
  TDP1 block: -10%
  TDP1 cell CPT: ?

Structures listed so far with a halogen (13):
CCOC(=O)C[C@H]1c2cc(F)ccc2S(=O)(=O)N1C(C)(C)C
  TDP1 cell noCPT: ?
  TDP1 block: nt
  TDP1 cell CPT: ?

CN(CC(=O)Nc1ccc(Cl)c(S(=O)(=O)N2CCOCC2)c1)C(=O)c1cccs1
  TDP1 cell noCPT: -25%
  TDP1 block: 0%
  TDP1 cell CPT: ?

COc1ccc(F)cc1CN1CCN(CC(=O)N2CCc3ccccc32)CC1
  TDP1 cell noCPT: ?
  TDP1 block: 0%
  TDP1 cell CPT: -2%

COc1ccccc1NC(=S)NNC(=O)c1ccc(Cl)cc1Cl
  TDP1 cell noCPT: ?
  TDP1 block: 7%
  TDP1 cell CPT: ?

O=C1NCCCCC1NS(=O)(=O)c1ccc(F)c(F)c1 (stereo not given)
  TDP1 cell noCPT: -10%
  TDP1 block: 8%
  TDP1 cell CPT: -2%

CCOC(=O)c1cc2n(n1)C(C(F)(F)F)CC(C)N2 (stereo not given)
  TDP1 cell noCPT: -9%
  TDP1 block: 0%
  TDP1 cell CPT: -15%

O=C1CSC(c2ccc(Cl)cc2Cl)N1c1ccccn1 (stereo not given)
  TDP1 cell noCPT: 9%
  TDP1 block: -8%
  TDP1 cell CPT: 8%

O=C(CN1CCN(c2ccc([N+](=O)[O-])cc2Cl)CC1)N1CCOCC1
  TDP1 cell noCPT: -30%
  TDP1 block: 1%
  TDP1 cell CPT: -1%

Cc1cc(NC(=O)c2cc(-c3ccc(Br)cc3)on2)nn1Cc1ccc(Cl)cc1
  TDP1 cell noCPT: -8%
  TDP1 block: -4%
  TDP1 cell CPT: -23%

C=CCc1cccc(Cl)c1OCCON1C(=O)CCC1=O
  TDP1 cell noCPT: -3%
  TDP1 block: 3%
  TDP1 cell CPT: -20%

COc1cccc(NC(=S)NNC(=O)Cn2nc(C(F)F)cc2C(F)F)c1
  TDP1 cell noCPT: -1%
  TDP1 block: 0%
  TDP1 cell CPT: -23%

Cc1cc(C)n(CC(O)Cn2c3ccc(Br)cc3c3cc(Br)ccc32)c(=O)n1 (stereo not given)
  TDP1 cell noCPT: ?
  TDP1 block: 5%
  TDP1 cell CPT: -25%

O=C(c1ccc(Cl)c(Cl)c1)c1cc(-c2ccccn2)c(N2CCOCC2)s1
  TDP1 cell noCPT: ?
  TDP1 block: -10%
  TDP1 cell CPT: ?
